AID inhibitor = inhibitors of human activation induced cytidine deaminase. Potency, µM (top dose mostly 115 µM), for the others: at the top dose activity change, negative = inhibition, actives largely listed as inhibitors. Q9GZX7. AID deamination FRET fluorescence, UDG-coupled, 4 h. AID 1347428. hit rate 0.32% among 91,000; further: nearly all actives have a fitted effect of over 25% in size
Target sequence (Q9GZX7 whole entry, looked up): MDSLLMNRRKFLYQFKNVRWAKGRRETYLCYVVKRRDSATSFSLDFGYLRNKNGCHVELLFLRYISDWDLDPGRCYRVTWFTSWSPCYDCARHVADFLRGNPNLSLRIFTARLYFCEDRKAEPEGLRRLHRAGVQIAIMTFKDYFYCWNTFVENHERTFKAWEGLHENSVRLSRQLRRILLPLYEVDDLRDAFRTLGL
UDG counter = counter-screen for AID inhibitors: uracil-DNA glycosylase inhibition; FRET deamination/UDG coupled assay, UDG read, 4 h; Potency, µM (titrated, usually from 115 µM), without a hit: at the top dose activity change, negative = inhibition, most hits filed as inhibitors; hit rate 0.14% among 91,000; further: nearly all actives have a fitted effect of over 65% in size
Starred values were filed as active, the others as inactive; ? = inconclusive; [ ] = dose if it differs, or a comment. The call rests on the fitted dose curve; in most records, active means well fitted curve in the direction sought with a large enough effect; inconclusive means small, poorly fitted or top-dose-only effect, or another doubt; inactive means no such curve, though single readings can be large; an effect the other way counts as inactive or inconclusive. On the % scale 0 is the no-effect control and ±100 the full control effect; potency means the concentration at half of the fitted maximal effect. These rows are one share of the data; count on the stated rates, not on these rows.

SMILES	AID inhibitor	UDG counter
COc1ccc(-c2ccc(NS(=O)(=O)c3cc(C)c(C)cc3C)cc2)nn1	3%	8%
COc1ccc(CNC(=O)c2ccc(NC(=O)N3CCSc4ncccc43)cc2)c(OC)c1	11%	?
O=C(O)c1cc(-c2ccccc2)nn1Cc1ccccc1	10%	4%
CCC(=O)Nc1cc(-c2cn3cccnc3n2)ccc1OC	41%[activator]	-9%[57.5 µM]
NC(=O)CN1CCC(NC(=O)c2cccc(Cl)c2)CC1	1%	-5%
COc1ccccc1NC(=O)C1=C(C)Nc2nnnn2C1c1ccc(C(F)(F)F)cc1 (stereo not given)	2%	5%
CCc1ccc(/C(C)=N/NC(=O)c2ccc(C(C)(C)C)cc2)cc1	0%	10%
Cc1ccc2c(=O)cc(C(=O)Nc3sc4c(c3C(=O)NCC3CCCO3)CCCC4)oc2c1C (stereo not given)	3%	-12%[57.5 µM]
Cc1oc2ccc(O)c(CN(C)Cc3ccccc3)c2c1C(=O)Nc1cccc(C(F)(F)F)c1	?	-8%
COc1ccccc1N1CCN(C(CNC(=O)C(=O)NCCCN(C)C)c2cccnc2)CC1 (stereo not given)	14%	6%
CC#CC[N+](C)(C)CCCCCCCCCC	-24%	-12%
Cc1cccc(NC(=O)c2cc(C)nc3ccccc23)n1	-2%	0%

Overlap with the part before: four compounds; new compounds follow.
SMILES	AID inhibitor	UDG counter
Cc1oc2ccc(O)c(CN(C)Cc3ccccc3)c2c1C(=O)Nc1cccc(C(F)(F)F)c1	?	-8%
COc1ccccc1N1CCN(C(CNC(=O)C(=O)NCCCN(C)C)c2cccnc2)CC1 (stereo not given)	14%	6%
CC#CC[N+](C)(C)CCCCCCCCCC	-24%	-12%
Cc1cccc(NC(=O)c2cc(C)nc3ccccc23)n1	-2%	0%
O=C(Nc1c(-c2ccccc2)nc2sccn12)c1cccc(S(=O)(=O)N2CCOCC2)c1	0%	4%
COCCCNC(=S)Nc1ccccc1C(C)(C)C	-8%	-6%
Cc1cccc(C(=O)N2c3nc(-c4ccco4)nn3C3(CCCCC3)[C@@H]3CCCC[C@@H]32)c1	?	-1%[57.5 µM]
CCn1c(C(=O)NCc2ccc(F)cc2)cc2oc3ccccc3c21	?	-19%
CC(=O)Nc1ccc2oc(-c3ccc(C)cc3)cc(=O)c2c1	55%[activator]	2%
Cc1cccc(OCCCn2c(CCNC(=O)C3CCCCC3)nc3ccccc32)c1	?	-21%
O=C(c1ccc2c(c1)N(Cc1ccc(F)cc1)C(=O)c1ccccc1S2=O)N1CCOCC1 (stereo not given)	-10%	-5%
COc1ccc(OC)c(NC(=O)C(CCSC)NS(=O)(=O)c2cccs2)c1 (stereo not given)	15%	-13%[57.5 µM]
Cc1ccc(C(=O)N/N=C/c2ccccc2)cc1	3%	4%
Cc1ccc(C(=O)NCC(=O)OCc2cc(=O)n3c(C)csc3n2)cc1	-15%	5%
COCc1cccc(C(=O)NCc2ccc(C#N)cc2)c1	-4%	-6%
O=C(Nc1cccc(F)c1)[C@@H](c1ccccc1)N1Cc2ccccc2C1=O	-30%	-6%
CCc1ccc(NC(=O)CSc2nnc(-c3cc4occc4n3C)n2-c2ccccc2C)cc1	?	-5%
CCC1CCCCN1S(=O)(=O)c1ccc(NC(=O)c2cc(=O)c3ccccc3o2)cc1 (stereo not given)	22%	-5%
O=C(CCc1nc2ccccc2o1)NC1CCCCCC1	-4%	-11%
COc1ccc(-c2cc(=O)n3[nH]c(C)nc3n2)cc1	4%	-1%
Cc1cc(=O)n(Cc2ccccc2)c2c1c(C)nn2C	-7%	?
CC(C)C(NC(=O)Cc1ccccc1)C(=O)OCc1ccc(C(N)=O)cc1 (stereo not given)	-5%	4%
Nc1ccc(C(=O)c2ccncc2)cc1	2%	-9%
COC(=O)c1ccc(C2C(c3ccccc3)=C(O)C(=O)N2Cc2ccc(F)cc2)cc1 (stereo not given)	-20%	-6%
Fc1ccccc1C(NCCc1ccc(Cl)cc1)c1nnc(-c2ccccc2)o1 (stereo not given)	?	?
CC1(C)COCCN1C(=O)c1ccc(OCC2CCCO2)cc1 (stereo not given)	-4%	-3%
CCCCCN1C(C(=O)c2ccccc2)=C(OC(=O)CC)c2ccccc2S1(=O)=O	?	2%
Cc1n[nH]c(C)c1S(=O)(=O)N1CCCC(C(=O)Nc2ccc(Cl)cc2)C1 (stereo not given)	?	?
CCOc1ccc(NC(=O)c2cnc3sc(N4CCOCC4)nn3c2=O)cc1	-1%	-7%
Cc1cnccc1C(=O)O	4%	0%
CCN(CC)c1cc2c(cc1F)c(=O)c(S(=O)(=O)c1ccc(OC)cc1)cn2CC	-12%	-6%
CCN(Cc1ccccc1)C(=O)CCS(=O)(=O)c1ccc2c(c1)oc(=O)n2C	?	-20%[57.5 µM]
COCCn1c(C(=O)NCc2ccncc2)nc2ccccc2c1=O	3%	8%
O=C(NCc1ccccc1)c1cccc(NC(=O)N2CCSc3ncccc32)c1	-3%	-27%
NCCCOCC(F)(F)F	-1%	-4%
CCc1ccccc1Nc1nc2ccccc2n2cnnc12	45%[activator]	-4%
CCOc1ccccc1NC(=O)C1CCN(S(=O)(=O)c2c(C)noc2/C=C/c2ccc(C)cc2)CC1	4%	-1%
Cc1nc2ccccc2c(=O)n1-c1ccc(NC(=O)c2ccc([N+](=O)[O-])cc2)cc1	3%	?
CNC(=O)c1cccc(NC(=O)c2cnc3ccccc3n2)c1	15%	1%
C[C@H](NC(=O)C(=O)Nc1cccc(C(=O)c2nccn2C)c1)c1ccccc1	-10%	-7%
O=C(NCCc1ccc(Cl)cc1)C(=O)NCC(c1ccco1)S(=O)(=O)c1cccs1 (stereo not given)	17%	47%[activator]
O=C(c1ccccc1)N1c2ncnn2C2(CCCCC2)[C@@H]2CCCC[C@@H]21	1%	-3%
Cc1ccc(NC2=C(Cl)C(=O)OC2OC(C)C)c(C)c1 (stereo not given)	-3%	-3%
Cc1nc(CNC(=O)c2ccccc2C)cs1	4%	0%
COc1ccc(C2CC(=O)Nc3c2c(=O)nc2c(C)cccn32)cc1 (stereo not given)	-10%	-2%
CC(C)[N+](C)(CCOC(=O)C1c2ccccc2Oc2ccccc21)C(C)C	-6%	-5%
O=S(=O)(NCC1(c2ccccc2)CC1)c1ccccc1F	0%	-2%
COC(=O)CC1Oc2ccccc2-n2cc(-c3ccccc3)nc21 (stereo not given)	-2%	-7%
C=C(C)C1CC=C(C)/C(=N/O)C1 (stereo not given)	4%	10%
CC(C)Oc1ccc(CNC(=O)Cn2c(=O)nc3n2C(=O)N(c2ccccc2)C3)cc1	1%	-10%
COc1cccc(C(c2sc3nc(-c4ccco4)nn3c2O)N2CCN(c3ccccc3F)CC2)c1 (stereo not given)	-10%	5%
Cc1ccc(OCCCn2c(CCNC(=O)C3CCCCC3)nc3ccccc32)c(C)c1	0%	?
Cc1ccc(C)c(Nc2nnc(-n3nc(C)cc3C)c3ccccc23)c1	-9%	-6%
COc1ccc(S(=O)(=O)N(CCc2ccccc2)CC(=O)Nc2cccc(OC)c2)cc1	-10%	-3%
O=C(COC(=O)c1cc(=O)c2ccccc2o1)c1ccc(Cl)c(Cl)c1	5%	-6%
Cc1ccc(-c2nn(C)c(=O)c3ccccc23)cc1S(=O)(=O)NCCCO	4%	-2%
CCOC(=O)c1ccc(NC(=O)C(=O)NCc2ccco2)cc1	25%[57.5 µM]	-1%[57.5 µM]
O=S(=O)(c1ccc(F)cc1)N(CC(O)Cn1c2ccccc2c2ccccc21)c1ccccc1 (stereo not given)	?	-20%
O=C(c1ccccc1Cl)N1CCC(CCc2ccc(O)cc2)CC1	-1%	4%
Cc1ccc(Nc2cc(C)c(C#N)c3nc4ccccc4n23)c(C)c1	83%[activator]	-6%
O=C(Cn1c(=O)nc(-c2ccccc2)c2ccccc21)NCc1ccccc1Cl	4%	-5%
CC(=O)c1ccc(N2CCN(C(=O)CCc3ncc(-c4ccc(F)cc4)o3)CC2)c(F)c1	-5%	-9%
COc1cccc(C2CC(=O)Oc3c2c(=O)[nH]c2ccccc32)c1 (stereo not given)	2%	0%
O=C(CCCCCC(=O)N/N=C/c1cc2c(cc1[N+](=O)[O-])OCO2)N/N=C/c1cc2c(cc1[N+](=O)[O-])OCO2	3%	3%

Further structures.
SMILES	AID inhibitor	UDG counter
Cc1ccc(C(=O)NCC(c2cccs2)S(=O)(=O)c2ccccc2)cc1C (stereo not given)	?	?
Cc1cccc(NC(=O)Nc2ccc(F)cc2)n1	12%	5%
CC(C)OC(=O)/C(C#N)=C/c1ccc(-c2ccc(Cl)c(Cl)c2)o1	-5%[57.5 µM]	1%[57.5 µM]
COc1cccc(NC(=O)C2CCC(CNS(=O)(=O)c3ccc4c(c3)CC(C)N4C(C)=O)CC2)c1 (stereo not given)	-18%	-2%[57.5 µM]
Cc1ccc(C(=O)c2ccccc2C(=O)OCc2ccc(C#N)cc2)cc1	-1%	-5%
O=C(O)c1ccc(CNCc2ccccc2Cl)cc1	-2%	8%
CC(=O)N1CCc2c(sc3c2c(=O)n(-c2ccccc2)c(=O)n3CC(=O)c2ccc(F)cc2)C1	-7%	-7%
Cc1ccccc1Cn1cc(NC(=O)c2cc(-c3ccc(Cl)cc3)on2)cn1	26%	2%
Cc1ccc2c(=O)cc(C(=O)Nc3ccc(S(=O)(=O)N(C)Cc4ccccc4)cc3)oc2c1	5%	-11%[57.5 µM]
Cc1ccc(C)c(N2CCN(S(=O)(=O)c3ccc(C(=O)N(C)C)s3)CC2)c1	?	-18%
COc1cc(C#N)ccc1OCc1cc(C)ccc1C	-14%	-10%
Cc1ccc(C(=O)NNC(=S)NC(C)(C)C)cc1	-5%	-3%
CCOC(=O)c1cccc(NC(=O)c2ccc3c(c2)nnn3CC)c1	13%	-10%[57.5 µM]
COCCn1ccc2c(OCC(=O)Nc3cccc(C(F)(F)F)c3)cccc2c1=O	3%	-26%
Cc1cc(C)cc(N2C(=O)CSC23C(=O)N(CC(=O)NC2CCCCC2)c2ccccc23)c1 (stereo not given)	-2%	-9%
CCCc1cc(C(=O)Nc2c(C)nn(Cc3c(Cl)cccc3Cl)c2C)no1	5%	-21%
O=C(NCCc1cccc(Cl)c1)C1CCOCC1	3%	10%
Cc1ccc2ccc3cc(C(=O)N4CCN(c5ccccc5F)CC4)nc3c2[nH]1	?	7%
COc1ccc(CC(=O)Nc2c(C(=O)N3CCN(c4ccccc4)CC3)oc3ccccc23)cc1OC	-14%	3%
COCC(=O)N1CCN(c2oc(-c3ccccc3C)nc2S(=O)(=O)c2ccc(C)cc2)CC1	?	-21%
CC(C)n1c(SCc2nc3ccccc3c(=O)[nH]2)nnc1-c1ccco1	-9%	37%[activator]
Cc1ccc(Cl)cc1-n1c(CCC(=O)O)ccc1-c1cccs1	-10%	-13%
Cc1ccc(CS(=O)Cc2ccc(Cl)cc2)cc1 (stereo not given)	4%	8%
O=C(O)C(C(=O)/C=C/c1ccccc1)=C1SCCS1	2%	-1%

In a second layout: six of the compounds above.
Values run as follows: AID inhibitor | UDG counter
COc1ccc(CC(=O)Nc2c(C(=O)N3CCN(c4ccccc4)CC3)oc3ccccc23)cc1OC
  -14% | 3%
COCC(=O)N1CCN(c2oc(-c3ccccc3C)nc2S(=O)(=O)c2ccc(C)cc2)CC1
  ? | -21%
CC(C)n1c(SCc2nc3ccccc3c(=O)[nH]2)nnc1-c1ccco1
  -9% | 37%[activator]
Cc1ccc(Cl)cc1-n1c(CCC(=O)O)ccc1-c1cccs1
  -10% | -13%
Cc1ccc(CS(=O)Cc2ccc(Cl)cc2)cc1 (stereo not given)
  4% | 8%
O=C(O)C(C(=O)/C=C/c1ccccc1)=C1SCCS1
  2% | -1%

(further entries)
SMILES	AID inhibitor	UDG counter
Cc1ccc(OCCSc2nc(C)c(Cc3ccccc3)c(=O)[nH]2)cc1	-12%	-8%
CC(C)(C)NC(=O)c1cc(F)ccc1I	-5%	-7%
CCOc1ccc(CNc2nc(NCc3ccc(OCC)cc3)n(C(=O)CC(C)C)n2)cc1	7%	-3%
Cc1nn(C(=O)c2cccc([N+](=O)[O-])c2C)c(C)c1S(=O)(=O)N1CCCCCC1	-2%	0%
CCOc1ccc(C(=O)Nc2cccc(C(=O)OCc3cc(=O)n4cc(C)sc4n3)c2)cc1	1%	2%
CCOc1ccc2nc(N3CCN(C(=O)CS(=O)(=O)c4ccc(F)cc4)CC3)sc2c1	?	-8%
Cc1ccc(C23CC4CC(CC(C(=O)Nc5ccc(F)cc5)(C4)C2)C3)cc1	-9%	-6%
COCCn1cnc2c1c(=O)n(Cc1ccccc1)c(=O)n2CC(C)C	-6%	-11%
COc1cccc(NC(=O)C2CCCN2S(=O)(=O)c2ccc3nc(-c4ccccc4)[nH]c3c2)c1 (stereo not given)	28%	17%
Cc1cccc(OCCN)c1C	3%	1%
N=C(N)COc1cc(Cl)ccc1Cl	2%	-8%
CC(CNC(=O)NCc1cccs1)N1CCOCC1 (stereo not given)	-5%	-6%
Cc1cc(C)c(Cn2c3ccccc3c3cnn(CC(=O)NCC(C)c4ccccc4)c(=O)c32)c(C)c1 (stereo not given)	6%	-3%
Cc1ccc(NS(=O)(=O)c2cnc(N)nc2)c(C)c1	5%	9%
CCc1ccc(C(=O)COC(=O)c2cccc(Cl)c2Cl)cc1	10%	-6%
CCC(C)NC(=O)c1ccccc1NC(=O)CN1C(=O)c2cccc3cccc1c23 (stereo not given)	?	5%
CCOc1cc(S(=O)(=O)n2ccnc2C(C)C)ccc1Cl	1%	-9%
Cc1nn(C)c2sc(C(=O)N3CCN(S(=O)(=O)c4ccc(F)cc4)CC3)cc12	-2%	-8%

3 compounds already listed, ordered by the value under AID inhibitor, lowest first.
mol	AID inhibitor
CCOc1cc(S(=O)(=O)n2ccnc2C(C)C)ccc1Cl	1%
Cc1ccc(NS(=O)(=O)c2cnc(N)nc2)c(C)c1	5%
CCc1ccc(C(=O)COC(=O)c2cccc(Cl)c2Cl)cc1	10%

Screening data: PubChem, National Center for Advancing Translational Sciences (NCATS)
